# Screening data as filed in PubChem BioAssay.
# Dynein transport – blocks dynein driven cargo transport along microtubules | 3617.4 mouse cells, GR-EGFP nuclear translocation imaging; test concentration mostly 20 µM; stimulated with dexamethasone, 1 µM; stronger effect = lower value | z-score, hits read low | hit rate 0.47% among 220,000 | AID 1381;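 active means plate z-score of nuclear minus cytoplasmic receptor signal below a set negative limit, without overly bright fluorescence or cell loss, cut at about -3.5 in these data, passing the limit was not always enough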;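 further: z-score of nuclear minus cytoplasmic ring GR-EGFP intensity difference per well; some compounds called inactive have numbers as strong as hits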
#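 Buffer or medium: Induction medium lacking tetracycline, stripped serum | Also added: Dexamethasone agonist, 1.0 µM final, for 30 min | Timing: 48 h induction, 1 h compound, 30 min dex at 37 °C | Detection: Formaldehyde fixation, Hoechst nuclear stain, 10x automated fluorescence imaging | Measure: Nuclear versus cytoplasmic GR-EGFP signal, averaged per well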
# CSM14.1 death rescue – rescue of cells from ER stress-induced death, primary screen, 384-well, CSM14.1, thapsigargin, ATP luminescence (AID 1222); CSM14.1 thapsigargin-induced death rescue, ATP luminescence; higher % means a stronger effect; cellular ATP content (survival), % at 20 µM; hits with a dose series show EC50 in µM; 190,000 tested, under 10 active;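 active means EC50 below 50 µM in the dose-response confirmation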;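 further: death triggered by thapsigargin at about 15 µM added after 2 h compound pretreatment; cell ATP read after overnight thapsigargin exposure of roughly 18 to 22 hours; normalized against plate controls of thapsigargin alone and 5% DMSO vehicle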
# M1AAP inhibition – P. falciparum M1AAP inhibitors, biochemical, fluorogenic H-Leu-NHMec substrate, 1536-well (AID 1445). recombinant M1AAP, H-Leu-NHMec fluorogenic kinetic assay; higher % means a stronger effect. one-dose inhibition, % at 30 µM; IC50 in µM for titrated hits. hit rate 0.42% among 220,000;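 active means primary inhibition above the hit cutoff, then over 50% inhibition at one or more dose response concentrations, cut at about 23% in these data, passing the limit was not always enough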;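 further: plate controls were DMSO full reaction for no effect and no enzyme background for full effect; strong numbers were not always called active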
# Yfh1-off respiration – mitochondrial function rescue without frataxin homolog – Friedreich's ataxia, plus single-dose screen, dose response (AID 1465). fold induction at 50 µM, or EC50 in µM where a hit was titrated. S. cerevisiae Yfh1-off respiration, WST-1 reduction, 72 h; higher fold induction means a stronger effect. hit rate 0.074% among 220,000;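 active means fold induction of absorbance versus untreated yeast above a set limit, then at least 30% activation at any dose in follow-up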;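 further: activators that raise dye reduction in frataxin-depleted yeast; strong numbers were not always called active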
# Ins promoter up – MIN6 insulin promoter up-regulation | MIN6 insulin promoter-GFP reporter, high-content imaging; stronger effect = higher value | z-score at 5 µM | hit rate 0.3% among 190,000;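 active means z-score above 3 at 5 µM with at least 500 cells counted in the well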
# MT stabilizer – microtubule stabilization, imaging screen; HeLa tubulin immunostaining HCS, 24 h; share of cells brighter than vehicle mean+2SD; % tubulin-high responders, % at 10 µM; hit rate 0.83% among 200,000; AID 2205;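 active means plate Z-score above 3 for both tubulin-high and condensed-nucleus cell shares, with cell loss under 80%, at 10 µM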;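 further: anti alpha tubulin signal scored within the nucleus-defined area of each cell; some results filed as inactive read as strong as hits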
# Autophagy mod – modulators of autophagy | MEF GFP-LC3 puncta imaging; test concentration mostly 10 µM | calls only at 10 µM (by protocol) | hit rate 0.98% among 190,000;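 active means percentage of spot-positive cells more than 3 SD above its plate mean, without a fluorescence outlier flag or 80% toxicity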;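 further: spot-positive cell cutoff set from DMSO-treated cells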
# Hep lipid drop – modulators of hepatic lipid droplet formation; AML12 mouse hepatocytes, oleate lipid droplets, BODIPY imaging; inhibition, % at 6.5 µM; hit rate 0.4% among 240,000; AID 1656;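 active means lipid droplet intensity inhibited by at least 50%, with more than 500 cells counted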
#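 Assay system: AML12 hepatocytes (mouse); Probe or stimulus: oleic acid at 100 µM to induce lipid droplet formation; Dosing: compound at 6.5 µM only; Schedule: compound with oleate, overnight; Detection: fluorescence imaging, 20x objective, two fields per well; Measure: % inhibition of lipid droplet signal.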
# P. falciparum M17LAP – P. falciparum M17LAP inhibitors, primary screen, biochemical, fluorogenic H-Leu-NHMec substrate, 1536-well (AID 1619) | recombinant M17LAP, H-Leu-NHMec fluorogenic kinetic assay; higher % means a stronger effect | inhibition, % at 30 µM, or IC50 in µM where a hit was titrated | hit rate 0.38% among 220,000;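 active means compound inhibiting the enzyme by more than half at any dose during confirmatory dose-response retesting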;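 further: plate controls were full reaction with DMSO carrier for no effect and no enzyme background for full effect; strong numbers were not always called active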
# Dynein transport cytoplasmic EGFP – also measured in Dynein transport; calls as there; z-score; measured here: cytoplasmic GR-EGFP intensity; stronger effect = higher value
# Dynein transport nuclear GR-EGFP – also measured in Dynein transport; calls as there; z-score; measured here: nuclear GR-EGFP intensity;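 lower value marks the stronger effect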
# Dynein transport cell count – recorded beside Dynein transport, whose call it bears; z-score; measured here: cell count per field
# Ins promoter up cell count – further read-out of Ins promoter up, marked with its call; cell count; measured here: cytotoxicity, nuclei count;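 total cells summed across four imaged fields per well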
# Hep lipid drop cells 6.5 µM – further read-out of Hep lipid drop, marked with its call; cell count; measured here: cell count, cytotoxicity flag;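 cells counted across two imaged fields per well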
# MT stabilizer Hoechst-high % – recorded beside MT stabilizer, whose call it bears; % Hoechst-high responders; measured here: nuclear condensation Hoechst responders;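 share of cells brighter than vehicle mean plus two SD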
# MT stabilizer cytotoxicity % – recorded beside MT stabilizer, whose call it bears; toxicity, %; measured here: cytotoxicity by cell density;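 0% = mean cell density of plate MIN control wells and 100% = no cells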
# Autophagy mod cell loss 18 h – also measured in Autophagy mod; calls as there; toxicity, %; measured here: cell loss, nuclei count;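 cell loss after 18 h compound exposure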
# Active calls of the source: *; i = inactive; . = not tested or not shown.
Molecule	Dynein transport	Dynein transport cytoplasmic EGFP	Dynein transport nuclear GR-EGFP	Dynein transport cell count	CSM14.1 death rescue	M1AAP inhibition	Yfh1-off respiration	Ins promoter up	Ins promoter up cell count	MT stabilizer	MT stabilizer Hoechst-high %	MT stabilizer cytotoxicity %	Autophagy mod	Autophagy mod cell loss 18 h	Hep lipid drop	Hep lipid drop cells 6.5 µM	P. falciparum M17LAP
CC1CCCCN1CCn1c(=S)[nH]c2cc3c(cc2c1=O)OCO3 (centres undefined)	1.6	-0.23	0.37	0.77	0.4%	-1%	i	-1.3	1247	3.8	2.7	2.8	i	13	-6	726	28%
Cc1cc(C(=O)O)ccc1-n1c(C)cc(C=C2C(=O)c3ccccc3C2=O)c1C	-0.56	-0.0077	-0.059	0.23	-0.1%	12%	i	-0.81	1426	4.4	3.5	1.8	i	15	-45	691	25%
CCc1ccc2nc(SCC(=O)N(CC)CC)c(C#N)cc2c1	0.2	-0.18	0.12	-0.079	0.8%	0%	i	.	.	2.2	2.8	9.6	i	6	.	.	0%
CC(C)COP(=O)(OCC(C)C)C(O)c1ccc(N(C)C)cc1 (centres undefined)	0.16	0.1	0.45	0.3	.	10%	i	-0.03	999	.	.	.	.	.	2	725	10%
CCN1CCN(Cc2ccc(NC(=O)Nc3ccccc3OC)cc2)CC1	1.7	-0.1	1.1	-0.86	.	12%	i	1.5	1749	2.6	0.9	7.1	i	-12	15	593	-6%
CC1(C)CC(=O)c2cnc(NCc3ccco3)nc2C1	0.67	-0.29	0.9	-0.56	1.0%	8%	i	-0.26	1802	4.9	2.2	4.1	i	3	-1	664	22%
CN(C(=O)CN(c1ccccc1)S(=O)(=O)c1ccc(F)cc1)C1CCS(=O)(=O)C1 (centres undefined)	0.14	-0.26	0.0035	0.075	.	-1%	i	0.1	1002	.	.	.	.	.	-3	686	-4%
CC(OC(=O)c1cccnc1)C(=O)NCc1ccc2c(c1)OCO2 (centres undefined)	0.083	-0.22	0.17	-0.041	-2.2%	-6%	i	1	1567	8.1	1.4	5.6	i	16	4	687	5%
CC1CC(=O)Nc2ccccc2N1S(=O)(=O)c1ccc(C#N)cc1 (centres undefined)	1.2	-0.16	0.57	0.039	.	0%	i	0.29	1108	.	.	.	.	.	-6	722	-1%
Cc1ccc(NC(=O)CCC(=O)NNS(=O)(=O)c2ccccc2)c(C)c1	0.5	-0.22	0.89	-0.35	-1.6%	10%	i	-0.39	1603	2.7	2.3	5.0	i	9	.	.	8%
Cc1ccc(S(=O)(=O)N(C)C)cc1NC(=O)C(C)OC(=O)/C=C/c1cccs1 (centres undefined)	1.7	-0.32	0.78	-1.6	.	.	i	-0.66	797	.	.	.	.	.	1	644	.
COC(=O)Nc1ccc(SCC(=O)c2ccccc2)cc1	0.032	-0.33	0.013	0.56	-0.7%	4%	i	-0.77	1293	1.6	2.6	5.8	i	3	4	745	6%
O=[N+]([O-])c1ccc2nc(NCCCO)nc(-c3ccccc3)c2c1	0.065	-0.25	0.84	-0.2	-1.1%	9%	i	-0.55	1251	2.5	2.6	0.9	i	-11	20	560	14%
O=C(COC(=O)c1ccco1)NC1CCCCC1	0.98	-0.14	-0.16	-1.6	-0.3%	-3%	i	-0.41	1547	5.4	4.0	5.3	i	-4	.	.	-7%
COC(=O)c1ccc(N=NN2CCCCC2)cc1	-0.54	-0.31	-0.14	1.2	-2.4%	4%	i	0.41	1349	2.3	1.9	5.6	i	8	11	682	12%
CCc1cc2c(=O)c(-c3nc(C)cs3)c(CCCC(=O)O)oc2cc1O	-0.93	0.41	-0.18	0.53	0.3%	5%	i	.	.	1.5	1.9	6.6	i	-12	3	717	6%
COC(=O)C(C)NC(=O)c1ccc(C(C)(C)C)cc1 (centres undefined)	-0.15	-0.24	0.068	0.32	0.3%	-3%	i	0.66	1366	2.5	2.0	9.0	i	6	1	632	-1%
COc1ccc(-c2nc(NC(=O)CSCCO)sc2C)cc1	-0.17	-0.26	0.72	-1.2	1.5%	5%	i	-0.87	1133	3.9	1.9	5.4	i	18	-54	718	0%
CCC(=O)N1CCN(c2ccc(NC(=O)c3ccc4c(c3)OCO4)cc2)CC1	-0.42	-0.21	-0.11	0.33	-1.9%	2%	i	1	871	2.4	1.8	11	i	-3	.	.	-6%
COCC1CCCN(Cc2cn[nH]c2-c2cc3ccccc3o2)C1 (centres undefined)	0.3	0.098	-0.009	0.0026	0.9%	6%	i	1.1	1412	2.6	1.1	2.3	i	18	10	675	-1%
CC(=O)Oc1ccc(Cn2cnc3cc4ccccc4cc32)cc1	0.26	-0.22	0.017	0.43	-1.0%	4%	i	.	.	4.2	2.6	5.3	i	-6	-12	759	5%
CCC(=O)Nc1ccc2c(c1)nc(CCN1CCN(C)CC1)n2C	1.5	-0.24	1.1	-0.78	1.0%	-4%	i	1.2	1164	2.7	1.9	2.7	i	-1	.	.	-3%
Cn1nnc(NC(=S)NC(=O)Cc2ccccc2)n1	0.86	0.065	0.64	-0.23	-0.6%	0%	i	-0.43	1395	3.3	2.3	4.3	i	14	-1	691	4%
O=C1NCCc2cc3c(cc21)OCO3	1.2	-0.21	0.42	0.35	4.0%	10%	i	.	.	3.5	1.7	4.4	i	-3	14	755	-4%
CC(=O)Nc1ccc(OCC(=O)N2CCC(Cc3ccccc3)CC2)cc1	0.28	-0.27	0.12	0.12	0.5%	3%	i	0.57	1235	1.8	2.5	6.8	i	0	2	727	-4%

# Gathered by group: the compounds so far containing an aryl thioether with sulfur outside any ring
Molecule	Dynein transport	Dynein transport cytoplasmic EGFP	Dynein transport nuclear GR-EGFP	Dynein transport cell count	CSM14.1 death rescue	M1AAP inhibition	Yfh1-off respiration	Ins promoter up	Ins promoter up cell count	MT stabilizer	MT stabilizer Hoechst-high %	MT stabilizer cytotoxicity %	Autophagy mod	Autophagy mod cell loss 18 h	Hep lipid drop	Hep lipid drop cells 6.5 µM	P. falciparum M17LAP
CCc1ccc2nc(SCC(=O)N(CC)CC)c(C#N)cc2c1	0.2	-0.18	0.12	-0.079	0.8%	0%	i	.	.	2.2	2.8	9.6	i	6	.	.	0%
COC(=O)Nc1ccc(SCC(=O)c2ccccc2)cc1	0.032	-0.33	0.013	0.56	-0.7%	4%	i	-0.77	1293	1.6	2.6	5.8	i	3	4	745	6%

# Other structures follow.
Molecule	Dynein transport	Dynein transport cytoplasmic EGFP	Dynein transport nuclear GR-EGFP	Dynein transport cell count	CSM14.1 death rescue	M1AAP inhibition	Yfh1-off respiration	Ins promoter up	Ins promoter up cell count	MT stabilizer	MT stabilizer Hoechst-high %	MT stabilizer cytotoxicity %	Autophagy mod	Autophagy mod cell loss 18 h	Hep lipid drop	Hep lipid drop cells 6.5 µM	P. falciparum M17LAP
CCOC(=O)Cn1cnc2sc(C(=O)OC)c(C)c2c1=O	1.4	-0.032	1.1	-2.4	-0.1%	5%	i	-0.36	1399	2.2	2.1	0.5	i	-6	0	756	-1%
O=C(N/N=C/C1CC2CCC1C2)c1c[nH]c2ccccc12 (centres undefined)	-0.82	-0.25	-0.31	0.96	0.2%	3%	i	-0.15	1348	2.4	2.1	7.4	i	-13	-31	697	-5%
Cc1cccc(NC(=S)NC(C)CCc2ccccc2)c1 (centres undefined)	0.084	-0.21	-0.17	0.47	-2.5%	-5%	i	-0.48	1384	4.7	2.3	6.1	i	5	-54	538	6%
COC(=O)c1cccc(COC(=O)c2cccnc2SC)c1	0.17	-0.26	0.081	0.65	5.6%	9%	i	-0.26	1027	2.4	2.7	3.0	i	6	-2	787	4%
CC(C)(C)c1ccc(C(=O)O)c(C(=O)c2ccc(C(=O)O)cc2)c1	0.03	0.031	0.16	0.74	.	2%	i	0.61	1056	.	.	.	.	.	2	713	4%
O=C(Nc1ccnc(=O)[nH]1)c1sc2ccccc2c1Cl	-0.26	-0.77	-0.46	-0.51	.	5%	i	-0.04	1074	.	.	.	.	.	-2	738	-2%
O=C(NC1CCCC1)c1ccc2nc(-c3ccco3)c(-c3ccco3)nc2c1	-0.37	-0.21	-0.069	0.24	-0.8%	20%	.	-1.2	1216	4.8	2.6	2.4	i	1	.	.	21%
CS(=O)(=O)NCCNC(=O)c1cc(OCC(F)(F)F)ccc1OCC(F)(F)F	0.036	-0.36	0.058	0.18	.	-2%	i	0.13	1033	3.3	2.1	12	i	1	10	684	-7%
COCCNC(=O)/C(C#N)=C/c1ccc2c(c1)OCO2	1.7	-0.24	0.54	-0.023	-2.0%	-1%	i	-0.04	1471	1.1	1.5	8.9	i	-1	3	702	7%
CCOc1ccc(OCC(=O)Nc2nccs2)cc1	-1.4	-0.24	-0.77	1.1	-3.2%	11%	i	0.36	1366	2.3	2.5	4.0	i	-4	3	678	5%
Cc1cccc(-n2nnc(C(=O)NCc3ccccc3)c2N)c1	4.5	-0.044	2.7	-2.4	-1.5%	-3%	i	.	.	4.3	2.3	4.4	i	6	10	696	-7%
O=C(CSc1nc2[nH]ncc2c(=O)[nH]1)Nc1ccccc1	-0.36	-0.18	-0.024	-0.11	-1.3%	6%	i	0.29	1197	2.1	2.4	4.0	i	0	31	710	7%
O=C(Nc1cc(C(=O)N2CCCC2)ccc1N1CCCC1)c1ccccc1	-0.0024	-0.22	-0.015	0.41	3.4%	0%	i	0.31	1119	2.9	2.3	3.4	i	-12	-10	735	2%
CCOC(=O)Cc1csc(/N=C/c2c(O)n(-c3ccc(C)cc3C)c(=O)c3ccccc23)n1	-0.62	-0.24	-0.41	0.32	8.5%	6%	i	.	.	1.2	2.4	5.5	i	3	6	573	-98%
